hK5 inh: human KLK5 protease inhibitors, primary screen, biochemical, 1536-well | inhibition, % at 5 µM | recombinant hK5, fluorogenic AMC substrate cleavage | 210,000 tested, 0.59% active | Kallikrein-5 (Homo sapiens), Q9Y337;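 active = inhibition of 40% or more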;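 note: 0% = enzyme controls without compound and 100% = no-enzyme blanks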
Cl transport mod: KCC2 cotransporter modulators, thallium flux, primary screen, cell-based, HEK293 KCC2, FluoZin-2 fluorescence, MLSMR. Solute carrier family 12 member 5 (Homo sapiens), Q9H2X9. KCC2 cells, thallium flux FluoZin-2 fluorescence. B-score of Tl+ flux slope (higher = more flux/activation; lower = inhibition) at 10 µM. 190,000 tested, 2.2% active;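 active = thallium flux slope and its plate-corrected score both differing from the plate sample mean at a set confidence after two filtering rounds, in either direction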;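 note: slope of fluorescence scaled to starting intensity during 10 to 20 s after thallium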
Target sequence (Q9H2X9 whole entry, looked up): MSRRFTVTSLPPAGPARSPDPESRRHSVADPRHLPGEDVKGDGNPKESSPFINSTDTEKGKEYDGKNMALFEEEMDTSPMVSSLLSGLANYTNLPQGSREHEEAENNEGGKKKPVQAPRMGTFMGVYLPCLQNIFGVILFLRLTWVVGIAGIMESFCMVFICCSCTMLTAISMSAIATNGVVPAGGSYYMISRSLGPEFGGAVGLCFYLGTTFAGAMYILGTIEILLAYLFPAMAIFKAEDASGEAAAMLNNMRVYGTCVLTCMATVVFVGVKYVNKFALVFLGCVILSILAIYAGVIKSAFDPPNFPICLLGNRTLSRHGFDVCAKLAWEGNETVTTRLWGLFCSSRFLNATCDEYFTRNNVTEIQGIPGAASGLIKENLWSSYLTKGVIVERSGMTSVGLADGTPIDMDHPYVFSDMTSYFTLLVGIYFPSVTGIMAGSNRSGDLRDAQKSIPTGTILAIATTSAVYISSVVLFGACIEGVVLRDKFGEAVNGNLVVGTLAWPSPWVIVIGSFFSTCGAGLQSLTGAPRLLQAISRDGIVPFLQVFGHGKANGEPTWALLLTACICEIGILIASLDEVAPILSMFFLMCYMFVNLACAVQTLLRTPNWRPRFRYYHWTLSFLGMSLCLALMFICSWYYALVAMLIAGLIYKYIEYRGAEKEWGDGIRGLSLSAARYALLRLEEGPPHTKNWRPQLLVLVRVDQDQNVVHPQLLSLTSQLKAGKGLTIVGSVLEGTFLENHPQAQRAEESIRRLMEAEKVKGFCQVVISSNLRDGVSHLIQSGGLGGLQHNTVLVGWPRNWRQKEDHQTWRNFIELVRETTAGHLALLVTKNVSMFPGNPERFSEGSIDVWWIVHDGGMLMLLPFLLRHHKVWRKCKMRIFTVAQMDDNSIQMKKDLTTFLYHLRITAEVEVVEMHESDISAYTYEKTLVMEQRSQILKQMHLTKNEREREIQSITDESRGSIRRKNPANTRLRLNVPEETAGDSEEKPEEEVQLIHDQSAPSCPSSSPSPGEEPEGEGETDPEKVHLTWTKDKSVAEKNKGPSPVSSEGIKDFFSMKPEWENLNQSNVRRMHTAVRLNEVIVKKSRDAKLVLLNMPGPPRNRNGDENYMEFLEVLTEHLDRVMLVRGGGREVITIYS
p97 ATPase inh: inhibitors of human p97 ATPase, primary screen, biochemical; 220,000 tested, 0.42% active; Transitional endoplasmic reticulum ATPase (Homo sapiens), P55072; recombinant p97 ATPase, Kinase-Glo ATP luminescence, 3 h; inhibition, % at 8 µM; AID 1481, 2009; in the data active = inhibition above about 15%;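 note: 0% = DMSO vehicle and 100% = wells lacking enzyme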
Furin inh: human furin inhibitors, primary screen, biochemical, fluorescence intensity | purified furin, fluorogenic substrate cleavage | inhibition, % at 30 µM | 220,000 tested, 0.061% active | AID 463115, 2010; in the data active = inhibition above about 25%; note: inactives centre near -15
FXIa inh: human FXIa protease inhibitors, primary screen, biochemical, 1536-well | inhibition, % at 5 µM | 220,000 tested, 0.14% active | Coagulation factor XI (Homo sapiens), P03951 | purified FXIa, Boc-Glu-Ala-Arg-AMC fluorogenic substrate;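 active = inhibition of at least 40%; inactive = inhibition below 40%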;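 note: fluorescence of freed AMC excited at 355 nm; 0% = enzyme without compound and 100% = no enzyme blank; many of its hits are not listed in these tables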
PERK inhibitor: block of dimerizer-induced PERK translation repression, primary screen, PERK inhibitor project, CHO PERK-DD cells, SEAP luminescence, HTS; Eukaryotic translation initiation factor 2-alpha kinase 3 (Homo sapiens), Q9NZJ5; CHO PERK-DD fusion, SEAP luminescence translation reporter; inhibition, % at 5.6 µM; 220,000 tested, 0.17% active; AID 1416, 2008;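 active = inhibition above the mean inhibition of all tested compounds plus 3 SD, set separately per screening campaign, cut at about 2.9% in these data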;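 note: PERK kinase domain activated by AP20187 dimerizer at 100 nM; 0% = DMSO with dimerizer and 100% = rapamycin at 8.4 µM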
Wee1 degr inh: Wee1 degradation inhibitors, primary screen, cell-based, HeLa, Wee1K328M-luciferase, luminescence; 220,000 tested, 1.2% active; HeLa Luc-Wee1K328M stability; 100% = proteasome inhibitor MG132 effect; reporter increase, % at 5 µM; Wee1-like protein kinase (Homo sapiens), P30291; AID 1321, 2008;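 active = activation above the mean of all tested compounds plus 3 SD, set per screening run, cut at about 8.8% in these data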;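 note: cells exposed to compound for 20 h before luminescence read; 0% = DMSO alone and 100% = MG132 at 30 µM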
FXIIa inh 1536: human FXIIa protease inhibitors, primary screen, biochemical, 1536-well; Coagulation factor XII (Homo sapiens), P00748; purified FXIIa, Boc-QGR-AMC fluorogenic substrate, 2 h; inhibition, % at 5 µM; 220,000 tested, 0.3% active; AID 800, 2007; in the data active = inhibition above about 40%;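 note: 0% = enzyme with no compound and 100% = blank without enzyme; many of its hits are not listed in these tables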
Thrombin inh: human alpha-thrombin inhibitors, primary screen, counter-screen for coagulation protease inhibitor project, biochemical, 1536-well, fluorogenic AMC substrate; inhibition, % at 5 µM; Prothrombin (Homo sapiens), P00734; Boc-VPR-AMC fluorogenic substrate cleavage; AID 1046, 2008; 220,000 tested, 0.26% active;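 active = inhibition at or above 40%; inactive = inhibition below 40%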;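 note: 0% = enzyme with no compound and 100% = wells without enzyme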
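Material: Human alpha-thrombin protein | Buffer or medium: pH 7.5 Tris-saline with Tween 20 | Reagent: Boc-VPR-AMC substrate, 15 µM final | Schedule: Reaction at ambient temperature | Detection: AMC fluorescence at 355 nm excitation and 460 nm emission | Evaluation: Percent inhibition scaled between no-compound controls and no-enzyme blanks | Controls: no-compound enzyme wells and no-enzyme blanks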
An asterisk follows results filed as active; · = not tested or not shown; [ ] = dose if it differs, or a comment.

SMILES	hK5 inh	Cl transport mod	p97 ATPase inh	Furin inh	FXIa inh	PERK inhibitor	Wee1 degr inh	FXIIa inh 1536	Thrombin inh
CCCCCCCCc1nnc(NC(=O)c2ccco2)s1	-10	1.9	-4	-7[20 µM]	-5	1.1	3	10	-1
CCCCNC(=O)Nc1ccccc1C(=O)NCCC	-11	-0.55	-6	-1[20 µM]	3	0.1	-1	15	-2
CCOC(=O)CCNC(=O)N1CCCC(CNS(=O)(=O)c2cccs2)C1 (stereo not drawn)	18	0.62	0	-10	36	-1.0	-3	35	41*
CCN(CC)C(=O)CSc1nc2cc(OC)c(OC)cc2c(=O)n1Cc1ccc(Cl)cc1	-17	0.43	0	-12	-2	-0.3	-2	2	-7
CCNS(=O)(=O)c1ccc(NC(=O)Cc2ccc(F)cc2)cc1	-16	-0.43	0	-20[20 µM]	4	0.2	0	6	-6
Nc1nnc(SCC(=O)c2ccco2)s1	-24	-3.8	6	-15[20 µM]	6	1.2	-1	18	3
CCn1ncc(Br)c1C(=O)NC(C)c1ccccc1 (stereo not drawn)	-16	0.0029	-1	-24[20 µM]	-6	0.8	4	4	-10
Fc1cccc(Cl)c1CSc1ccc2nnc(-c3ccccn3)n2n1	-2	-1.8	7	-25	-4	1.9	-3	3	-6
O=S(=O)(NC1CCCCC1)c1ccc(Br)cc1	3	0.16	-2	-8	3	0.3	1	11	3
Oc1c(Cl)cc(Cl)cc1C=Nc1ccc2c(c1)OCCO2	2	·	6	-28[20 µM]	-6	0.0	2	16	4
COc1cccc(NC=C2C(=O)OC(C)(C)OC2=O)c1	-17	0.024	2	-4	9	0.0	-2	21	8
COc1ccccc1/C=N/Nc1nccnc1Cl	-3	0.72	-9	1[20 µM]	-5	0.3	4	-6	-10
O=c1c2ccccc2nnn1Cc1ccc(F)cc1	1	-0.11	5	-9	3	1.6	0	8	-2
Cc1cc(OCn2ccc(C(=O)O)n2)ccc1Cl	9	0.079	4	-17	10	1.1	1	1	-1
Cc1ccc(S(=O)(=O)N2CCC(C(=O)NNC(=O)c3ccncc3)CC2)cc1	-4	1.5	-2	-16	-4	-0.9	0	1	-7
CCOC(=O)/C=c1\s/c(=C\c2c(OCC)ccc3ccccc23)c(=O)n1CC(=O)NCC1CCCO1 (stereo not drawn)	-6	·	-3	0[20 µM]	2	-2.2	-1	6	-4
CCn1c(Cc2cccs2)nnc1SCC(=O)c1ccc(C)cc1	-7	-1.2	-2	-2[20 µM]	3	-0.1	1	12	3
Cc1ccc(C(=O)c2nocc2C(=O)c2cccs2)cc1	-1	-0.68	7	-17	-2	1.5	-3	13	4
CN(C)c1ccc(/C=N/NC(=O)C(=O)/C=C2\NC3(CCCC3)Cc3ccccc32)cc1	2	-1.2	4	-11	9	-1.4	1	6	-6
COc1cc(CNCc2cccs2)ccc1OCC(N)=O	25	0.88	0	-16[20 µM]	1	-0.1	-3	12	-2
Cc1ccc(NC(=O)CSc2nnc(C3CC3)n2N)cc1S(=O)(=O)N1CCOCC1	-24	0.66	3	-18	-6	0.1	-1	-3	2
CCN(CC)S(=O)(=O)c1ccc(N(C)Cc2ccc(C(F)(F)F)cc2)nc1	-10	·	-5	0[20 µM]	-5	-0.5	1	0	-3
Fc1ccc2nc(Nc3nc4c(F)cc(F)cc4s3)sc2c1	-89	17*	8	-20	18	1.8	2	14	-21
CC(C)(C)NC(=O)NC(=O)CSc1n[nH]c(-c2ccccc2Br)n1	-2	0.64	5	-16	2	0.6	0	4	2
CCOC(=O)N1CCC(NC(=O)c2cc3c(=O)[nH]c4ccccc4c3n2C)CC1	·	-1	1	-28	-2	0.6	7	8	-8

Entries of single compounds as entered above. Screens in order: hK5 inh | Cl transport mod | p97 ATPase inh | Furin inh | FXIa inh | PERK inhibitor | Wee1 degr inh | FXIIa inh 1536 | Thrombin inh
Cc1ccc(S(=O)(=O)N2CCC(C(=O)NNC(=O)c3ccncc3)CC2)cc1 reads -4 | 1.5 | -2 | -16 | -4 | -0.9 | 0 | 1 | -7
O=S(=O)(NC1CCCCC1)c1ccc(Br)cc1 reads 3 | 0.16 | -2 | -8 | 3 | 0.3 | 1 | 11 | 3
O=c1c2ccccc2nnn1Cc1ccc(F)cc1 reads 1 | -0.11 | 5 | -9 | 3 | 1.6 | 0 | 8 | -2
CCNS(=O)(=O)c1ccc(NC(=O)Cc2ccc(F)cc2)cc1 reads -16 | -0.43 | 0 | -20[20 µM] | 4 | 0.2 | 0 | 6 | -6
Fc1ccc2nc(Nc3nc4c(F)cc(F)cc4s3)sc2c1 reads -89 | 17* | 8 | -20 | 18 | 1.8 | 2 | 14 | -21

Next part
SMILES	hK5 inh	Cl transport mod	p97 ATPase inh	Furin inh	FXIa inh	PERK inhibitor	Wee1 degr inh	FXIIa inh 1536	Thrombin inh
Cc1ccc(-n2c([O-])nc(-[n+]3ccccc3)c2C=O)cc1	7	·	3	-8	-21	0.7	-1	-4	-3
COc1ccc(C(=O)NCc2cc(C)nc3ccccc23)cc1OC	-4	-0.63	4	-30	1	0.3	-1	-2	-1
COC(=O)c1c(N2C(=O)[C@H]3[C@@H](C2=O)[C@]2(C(=O)Nc4c(C)cc(C)cc42)N2CCC[C@@H]32)sc(C)c1C	-2	-0.37	-1	-25	-6	-0.7	-3	3	1
CC1CCC(NC(=O)CC2Oc3ccccc3NC2=O)CC1 (stereo not drawn)	-4	-0.16	-3	-25	-4	2.4	1	4	-3
O=c1oc(-c2cccc(S(=O)(=O)N3CCOCC3)c2)nc2ccccc12	8	-2.7	-4	-5	-4	0.2	-1	18	7
Nc1ccc(Cl)c(-c2nc3ncccc3o2)c1	-1	·	1	-7	-1	1.1	-2	9	-3
CN(C(=O)Nc1ccc(Cl)cc1Cl)C1CCCC1	·	·	0	-20	-6	0.9	-1	5	-3
COC(=O)/C=c1\sc2n(c1=O)C(C)=CC(C)(C)N=2	-15	-0.48	0	-19	-2	0.9	-1	3	-1
O=C(OCC#CCSc1nnc(-c2ccc([N+](=O)[O-])cc2)o1)c1cccs1	-19	0.073	5	-21[20 µM]	4	0.8	0	7	2
Cc1ccc(SC(=O)COc2ccccc2C)cc1	2	·	1	-5[20 µM]	-11	0.8	-1	-7	-2
CCN(CC)S(=O)(=O)c1cccc(-c2n[nH]c(=S)n2C(C)COC)c1 (stereo not drawn)	·	-0.012	1	-37	1	1.6	-2	8	-3
CCCCn1nc(C(=O)OCC(=O)Nc2sccc2C(N)=O)c2ccccc2c1=O	-1	-3.2	-7	-12	6	0.1	-2	11	-10
O/N=C/c1ccccc1Oc1ccccc1	-2	0.021	4	-15[20 µM]	-2	1.4	-1	9	1
O=C(O)COc1ccc(Br)cc1/C=C1/SC(=O)N(CC(=O)N2CCCC2)C1=O	-3	0.056	6	-10[20 µM]	-3	1.7	-1	7	-1
Cc1occc1-c1nnc(SCC(=O)c2ccc3c(c2)OCCO3)n1CC1CCCO1 (stereo not drawn)	-3	·	4	-23	-2	1.0	-1	4	-8
CCCn1nnc(NC(=O)c2ccccc2Cl)n1	7	-0.04	-2	-25[20 µM]	-5	0.4	-1	11	-3
C=CCNc1nc(C)c(C(C)=O)cc1C#N	-3	·	-1	-22[20 µM]	-2	0.1	2	8	3
Cc1ccc(-n2c(Cc3cccn3C)nnc2SCC(=O)Nc2nnc(C)s2)cc1	-14	·	2	-21	20	0.3	-3	21	-1
CN(C)c1ccc(/C=C(/NC(=O)c2ccccc2)C(=O)N/N=C/c2ccc([N+](=O)[O-])c(O)c2)cc1	5	0.0085	7	-7[20 µM]	0	-0.9	-4	13	1
CC(C)CC(=O)CC1(O)C(=O)Nc2ccccc21 (stereo not drawn)	-1	0.48	4	0	4	0.7	-1	11	·
O=C(CC1NCCNC1=O)Nc1ccc2c(c1)OCO2 (stereo not drawn)	-2	-0.7	1	-13[20 µM]	0	1.2	-1	11	1
O=C(NNC(=O)c1cc2ccccc2o1)c1ccc(Cl)cc1	1	8.7*	3	-19	0	1.0	1	7	-1
COc1ccc(C2=CC(c3ccc(F)cc3)n3nnnc3N2)cc1 (stereo not drawn)	-31	-0.38	-3	-13	-8	-0.2	1	-7	-3
CC(=O)NC(Cc1ccccc1)C(=O)OCC(=O)c1ccc(Cl)cc1 (stereo not drawn)	-19	-1.1	3	-8	4	0.5	3	4	-10
CCNC(=O)CCS(=O)(=O)c1ccc2ccccc2c1	-7	0.75	6	14[20 µM]	7	-0.6	-2	15	4

Following part
SMILES	hK5 inh	Cl transport mod	p97 ATPase inh	Furin inh	FXIa inh	PERK inhibitor	Wee1 degr inh	FXIIa inh 1536	Thrombin inh
CCNC(=S)NNC(=O)c1cc(CC(C)C)nc2ccccc12	-209	0.76	-3	-12[20 µM]	1	-1.1	0	13	2
Cc1ccc(Oc2ccc(S(=O)(=O)N3CCOCC3)cc2C(N)=O)c(-n2nc3ccccc3n2)c1	-7	·	4	-9	2	0.3	2	17	4
CCOc1ccc(S(=O)(=O)NCCSc2ccccc2)cc1	-22	-1.3	-1	-16[20 µM]	1	0.8	0	1	-6
Cc1cc(NC(=O)CSc2nc3c(sc4ccccc43)c(=O)n2CCc2ccccc2)n[nH]1	-7	1.1	1	-19[20 µM]	-12	-0.1	2	-1	-6
Cc1nnc(NC2=NCCCCC2)o1	2	·	2	-12	3	-0.3	-2	8	-4
COc1cc(O)c2c(c1)OC(c1ccc(O)cc1)CC2=O (stereo not drawn)	-1	-0.027	2	-14	1	0.6	-4	9	-1
C/C(=N/NC(=O)CNC(=O)C1COc2ccccc2O1)c1ccc2c(c1)OCCO2 (stereo not drawn)	5	·	-1	-10	2	-0.1	5	12	-3

Part of the list above in order of heavy-atom count, falling:
SMILES	hK5 inh	Cl transport mod	p97 ATPase inh	Furin inh	FXIa inh	PERK inhibitor	Wee1 degr inh	FXIIa inh 1536	Thrombin inh
Cc1ccc(Oc2ccc(S(=O)(=O)N3CCOCC3)cc2C(N)=O)c(-n2nc3ccccc3n2)c1	-7	·	4	-9	2	0.3	2	17	4
Cc1cc(NC(=O)CSc2nc3c(sc4ccccc43)c(=O)n2CCc2ccccc2)n[nH]1	-7	1.1	1	-19[20 µM]	-12	-0.1	2	-1	-6
Cc1nnc(NC2=NCCCCC2)o1	2	·	2	-12	3	-0.3	-2	8	-4
